Assay outcomes deposited in PubChem by National Center for Advancing Translational Sciences (NCATS).
RXFP1 ag: agonists of human relaxin receptor RXFP1; Q9HBX9; HEK293T-RXFP1 cAMP TR-FRET, 30 min; response scale: percent of porcine relaxin response, buffer zero; Potency, µM (highest dose often 57.5 µM), for inactives: top-dose activation, usual class: activators; 370,000 compounds, 0.3% hits; AID 2676; further: potency means the concentration at half of the fitted maximal effect; on the % scale 0 is the no-effect control and ±100 the full control effect; nearly all actives have a fitted effect of over 60% in size; many of its hits are not listed in these tables
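Agonist response is measured as cAMP accumulation in an RXFP1-transfected HEK293T line under PDE4 inhibition. Values are scaled between buffer-only and 29 nM porcine relaxin, and EC50s come from standard Hill equation fits.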
Vif-APOBEC3G blk: inhibitors of Vif-APOBEC3G interaction. Q9HC16. HeLa A3G-eYFP + Vif (tagged APOBEC3G with the HIV-1 protein that degrades it), YFP fluorescence, overnight. Potency, µM (titrated, usually from 46.1 µM), for the others: at the highest dose activity, negative = active, actives largely listed as inhibitors. 410,000 compounds, 0.076% hits. AID 602310;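 further: potency means the concentration at half of the fitted maximal effect; on the % scale 0 is the no-effect control and ±100 the full control effect; nearly all actives have a fitted effect of over 60% in size; hits raise eYFP signal because A3G escapes Vif-driven loss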
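Read-out is eYFP fluorescence (Ex 488/Em 500-530) from Vif-expressing HeLa A3G-eYFP cells; more signal means A3G escaped Vif-mediated degradation. Cells plated overnight, compound pinned in, incubated overnight at 37 deg C.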
D1 agonist: activates the human D1 dopamine receptor; HEK293 T-REx D1 cells, calcium flux, agonist mode; 360,000 compounds, 1% hits; activation, % at 2 µM; in the data active means activation above about 30%; further: 0% is about no effect
Target sequence (P21728 whole entry, looked up): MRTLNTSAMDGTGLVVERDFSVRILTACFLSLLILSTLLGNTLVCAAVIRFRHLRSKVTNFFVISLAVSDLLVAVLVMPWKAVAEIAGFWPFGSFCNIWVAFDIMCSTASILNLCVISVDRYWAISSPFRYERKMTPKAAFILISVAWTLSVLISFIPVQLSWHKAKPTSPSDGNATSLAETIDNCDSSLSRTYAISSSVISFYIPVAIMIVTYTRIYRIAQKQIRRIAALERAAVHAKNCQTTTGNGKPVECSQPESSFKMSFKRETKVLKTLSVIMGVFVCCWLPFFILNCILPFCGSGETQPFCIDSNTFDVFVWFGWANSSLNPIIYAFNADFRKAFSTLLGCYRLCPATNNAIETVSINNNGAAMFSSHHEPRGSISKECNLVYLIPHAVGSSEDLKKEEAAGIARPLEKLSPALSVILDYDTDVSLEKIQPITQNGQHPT
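Tetracycline-induced HEK293 TREx D1 cells, force-coupled to calcium signalling, were dye-loaded with a no-wash calcium kit. Compound was pin-added after a 10 s baseline. Fluorescence was read kinetically at 1 cycle/s for 180 s, with calcium rises flagged as agonism.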
D1 antag: antagonists of human D1 dopamine receptor; P21728; 360,000 compounds, 3.2% hits; HEK293 TREx D1 cells, calcium flux, dopamine EC80; active compounds read low; activity change, negative = inhibition, % at 10 µM; in the data active means activity change below about -30%; further: on the % scale 0 is the no-effect control and ±100 the full control effect
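Inducible Hek293 Trex D1 cells (tetracycline, overnight, 30 C). Calcium dye 30–90 min RT. Antagonist mode: EC80 dopamine added after 180 s compound read.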
GRP78 ERSR act: inducers of ER stress response in human glioma cells | U87-MG GRP78 promoter luciferase reporter, 16 h | Potency, µM, for the others: at the highest dose activation, most hits filed as activators | 420,000 compounds, 0.02% hits | AID 602332; further: potency means the concentration at half of the fitted maximal effect; series mostly up to about 76 µM; % of control where 0% means no effect; nearly all actives have a fitted effect of over 35% in size
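ERSR induction read as luciferase luminescence (Bright-Glo, 10 min at room temperature) in stably transfected human U87-MG glioma cells exposed to compounds for 16 h, using GRP78 as sensor.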
D1 potentiator: human D1 dopamine receptor positive modulation | HEK293 TREx D1 cells, calcium flux, dopamine EC20 potentiation | 360,000 compounds, 0.036% hits | potentiation, % at 10 µM | P21728; in the data active means potentiation above about 30%; further: 0% is about no effect
Vif-APOBEC3F blk: inhibitors of Vif-A3F interaction; Potency, µM (highest dose often 46.1 µM), without a hit: top-dose activity, negative = active; HeLa A3F-eYFP + Vif (tagged APOBEC3F with the HIV-1 protein that degrades it), YFP fluorescence increase; 390,000 compounds, 0.2% hits; AID 602313; further: potency means the concentration at half of the fitted maximal effect; % of control where 0% means no effect; nearly all actives have a fitted effect of over 65% in size
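HeLa cells stably expressing A3F-eYFP plus Vif, plated and incubated overnight at 37 deg C, then exposed to compounds overnight at 37 deg C. Blocked degradation read as raised yellow fluorescence (Ex 488/Em 500-530).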
D2 potentiator: positive allosteric modulators of human D2 dopamine receptor. P14416. HEK293 T-REx D2, calcium flux, EC20 dopamine potentiation. potentiation, % at 10 µM. 340,000 compounds, 0.34% hits. AID 485347;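 active means potentiation over 3 SD above the plate norm, cut at about 30% in these data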; further: 0% is about no effect
Target sequence (P14416 whole entry, looked up): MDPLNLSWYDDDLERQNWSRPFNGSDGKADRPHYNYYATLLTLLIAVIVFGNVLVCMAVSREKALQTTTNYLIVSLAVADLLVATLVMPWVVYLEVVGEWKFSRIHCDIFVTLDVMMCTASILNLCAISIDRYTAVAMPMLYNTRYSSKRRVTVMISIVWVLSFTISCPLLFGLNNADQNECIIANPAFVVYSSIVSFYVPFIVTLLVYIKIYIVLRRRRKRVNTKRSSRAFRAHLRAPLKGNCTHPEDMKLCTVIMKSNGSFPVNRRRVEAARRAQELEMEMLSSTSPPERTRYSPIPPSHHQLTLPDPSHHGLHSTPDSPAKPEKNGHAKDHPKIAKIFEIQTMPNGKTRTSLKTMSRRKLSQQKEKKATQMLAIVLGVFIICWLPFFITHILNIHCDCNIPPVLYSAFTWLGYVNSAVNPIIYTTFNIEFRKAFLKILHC
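Cells plated with tetracycline inducer and held overnight at 30 C; calcium dye loaded 30–90 min at room temperature; baseline taken, compound added and read 180 s; EC20 dopamine then added and read 180 s.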
RXFP1 antag: antagonists of human relaxin receptor RXFP1 | Q9HBX9 | HEK293-RXFP1, relaxin-stimulated cAMP HTRF, 30 min; active compounds read low | activity change, negative = inhibition, % at 57.5 µM | 350,000 compounds, 0.59% hits;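 active means activity change of -60% or lower, but not beyond a set lower limit; inconclusive means change between -60% and -40%, or beyond the set limit; inactive means change above -40%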; further: on the % scale 0 is the no-effect control and ±100 the full control effect
The depositor's hits bear a star. Unless noted, the call rests on the fitted dose curve; in most records, active means well fitted curve in the direction sought with a large enough effect; inconclusive means small, poorly fitted or top-dose-only effect, or another doubt; inactive means no such curve, though single readings can be large; an effect the other way counts as inactive or inconclusive.

For Cc1cc(C)nc(SCCC(=O)Nc2ccccc2C)n1 the results were RXFP1 ag 0.7%, Vif-APOBEC3G blk 1%, D1 agonist 2, D1 antag -9, GRP78 ERSR act -1%, D1 potentiator 1, Vif-APOBEC3F blk -21%, D2 potentiator 4 and RXFP1 antag 11.
Cc1ccc(C)c(C(=O)N2CCC(c3nc4c(nnn4Cc4ccccc4)c(=O)[nH]3)CC2)c1 was read as RXFP1 ag -5.9%, D1 agonist 11, D1 antag -11, D1 potentiator -1, D2 potentiator 16 and RXFP1 antag -7.
`COc1cc2c(cc1OC)C(c1cccc(OC)c1OC)CC(=O)N2` (configuration not stated) gave RXFP1 ag 9.7%, Vif-APOBEC3G blk -1%, D1 agonist 3, D1 antag 6, GRP78 ERSR act 2%, D1 potentiator -5, Vif-APOBEC3F blk -3%, D2 potentiator 3 and RXFP1 antag -10.
`Cc1cc(C)cc(NC(=O)CN2C(=O)C3CC=CCC3C2=O)c1` (configuration not stated) gave RXFP1 ag 2.9%, Vif-APOBEC3G blk 1%, D1 agonist 1, D1 antag -10, GRP78 ERSR act -1%, D1 potentiator -4, Vif-APOBEC3F blk -3%, D2 potentiator -9 and RXFP1 antag 5.
CCN(Cc1ccccc1)C(=O)CN(c1ccc(OC)cc1)S(=O)(=O)c1c(C)nn(C)c1C was read as RXFP1 ag -0.2%, Vif-APOBEC3G blk -5%, D1 agonist 0, D1 antag 3, GRP78 ERSR act -2%, D1 potentiator 6, Vif-APOBEC3F blk 3% and D2 potentiator 7.
CC1(O)CC2CC1C(C(=O)O)C2C(=O)O (configuration not stated) was read as Vif-APOBEC3G blk -1%, GRP78 ERSR act -1%, Vif-APOBEC3F blk 2% and RXFP1 antag -4.
`O=C(COC(=O)c1cnccn1)NCc1ccccc1Cl` gave Vif-APOBEC3G blk -1%, GRP78 ERSR act -3%, Vif-APOBEC3F blk 1% and RXFP1 antag -2.
COc1ccc(NC(=O)CSc2nnc(-c3ccc(F)cc3)o2)cn1 was read as RXFP1 ag 2.9%, Vif-APOBEC3G blk 1%, D1 agonist 8, D1 antag 5, GRP78 ERSR act 6%, D1 potentiator 1, Vif-APOBEC3F blk -9%, D2 potentiator 10 and RXFP1 antag 6.
For CC(=O)NC1(C(F)(F)F)N=C2SCCN2C1=O (configuration not stated) the results were RXFP1 ag 1.1%, Vif-APOBEC3G blk -5%, D1 agonist 3, D1 antag -18, GRP78 ERSR act -5%, D1 potentiator -3, Vif-APOBEC3F blk -2%, D2 potentiator 7 and RXFP1 antag 2.
N=c1c2c(n(Cc3ccc(Br)cc3)c3c1CCC3)CCCC2 was read as RXFP1 ag -0.4%, Vif-APOBEC3G blk 10%, D1 agonist 1, D1 antag -14, GRP78 ERSR act -5%, D1 potentiator -8, Vif-APOBEC3F blk 1%, D2 potentiator -2 and RXFP1 antag -9.
COCCN(C(=O)CSc1nc2ccccc2s1)c1c(N)n(Cc2ccccc2)c(=O)[nH]c1=O was read as Vif-APOBEC3G blk inconclusive, GRP78 ERSR act -2%, Vif-APOBEC3F blk -27% and RXFP1 antag -4.
Screening COc1ccc(-c2nc(CSCC(=O)NCC3CCCO3)c(C)o2)cc1OC (configuration not stated) returned RXFP1 ag 0.8%, Vif-APOBEC3G blk 1%, D1 agonist 2, D1 antag 6, GRP78 ERSR act 4%, D1 potentiator 0, Vif-APOBEC3F blk -5%, D2 potentiator 4 and RXFP1 antag 18.
COc1cccc(-c2cc(C(F)(F)F)n3nc(C(=O)N4CCCCC4c4cccnc4)cc3n2)c1 (configuration not stated) was read as RXFP1 ag 4.3%, Vif-APOBEC3G blk -7%, D1 agonist 1, D1 antag -49*, GRP78 ERSR act -1%, D1 potentiator -11, Vif-APOBEC3F blk -6%, D2 potentiator 22 and RXFP1 antag -18.
Screening CCOC(=O)NC(=S)Nc1cccc(NC(=S)NC(=O)OCC)c1 returned RXFP1 ag -3.2%, Vif-APOBEC3G blk -3%, D1 agonist 2, D1 antag 6, GRP78 ERSR act 3%, D1 potentiator -6, Vif-APOBEC3F blk -6%, D2 potentiator 2 and RXFP1 antag 14.
Screening CC(C)CCN(CC(=O)NC(C)(C)C)C(=O)C(=O)Nc1ccc2c(c1)OCCO2 returned RXFP1 ag 1.1%, Vif-APOBEC3G blk -1%, D1 agonist 0, D1 antag 6, GRP78 ERSR act 0%, D1 potentiator 4, Vif-APOBEC3F blk -9%, D2 potentiator 2 and RXFP1 antag -2.
O=C(COc1ccc(F)cc1)Nc1ccc(S(=O)(=O)Nc2ncccn2)cc1 was read as RXFP1 ag -1.9%, Vif-APOBEC3G blk -1%, D1 agonist 1, D1 antag -3, GRP78 ERSR act -5%, D1 potentiator 1, Vif-APOBEC3F blk 7%, D2 potentiator -12 and RXFP1 antag 3.
For O=c1[nH]c2cc(Cl)c(Br)cc2o1 the results were Vif-APOBEC3G blk 0%, GRP78 ERSR act -4%, Vif-APOBEC3F blk -8% and RXFP1 antag -1.
Cc1ccc(C(=O)OC2CCN(c3ccc([N+](=O)[O-])cc3)CC2)cc1 was read as RXFP1 ag 1.1%, Vif-APOBEC3G blk 0%, D1 agonist 2, D1 antag -10, GRP78 ERSR act -1%, D1 potentiator 4, Vif-APOBEC3F blk 1%, D2 potentiator 1 and RXFP1 antag -6.
Screening CCOC(=O)NC1=NCC(C)(C)S1 returned Vif-APOBEC3G blk -4%, GRP78 ERSR act 3%, Vif-APOBEC3F blk 15% and RXFP1 antag -2.
For Cc1cccc(Cn2cc(C(=O)c3ccccc3)c(=O)c3cc4c(cc32)OCO4)c1 the results were RXFP1 ag -0.3%, Vif-APOBEC3G blk -18%, D1 agonist -1, D1 antag 4, GRP78 ERSR act 1%, D1 potentiator 3, Vif-APOBEC3F blk 4% and RXFP1 antag -31.
For Cc1[nH]n(-c2ccccc2)c(=O)c1/C=N/NC(=O)C(C)C the results were RXFP1 ag -0.4%, Vif-APOBEC3G blk 0%, D1 agonist 3, D1 antag 0, GRP78 ERSR act -3%, D1 potentiator -7, Vif-APOBEC3F blk inconclusive, D2 potentiator 12 and RXFP1 antag -3.
O=S(=O)(c1cc(Cl)ccc1Cl)N1CCC2(CC1)OCCO2 was read as RXFP1 ag -0.7%, Vif-APOBEC3G blk 1%, D1 agonist 1, D1 antag -3, GRP78 ERSR act -7%, D1 potentiator -4, Vif-APOBEC3F blk 0%, D2 potentiator -12 and RXFP1 antag 1.
Screening Cc1c(Br)c([N+](=O)[O-])nn1CC(=O)Nc1ccc(C(C)C)cc1 returned RXFP1 ag -0.7%, Vif-APOBEC3G blk 1%, D1 agonist 10, D1 antag -14, GRP78 ERSR act -6%, D1 potentiator 10, Vif-APOBEC3F blk -20%, D2 potentiator 2 and RXFP1 antag -27.
`CCc1ccc(NC(=O)N2CCN(Cc3nc4ccc(C)cc4o3)CC2)cc1` gave RXFP1 ag 1.5%, Vif-APOBEC3G blk 2%, D1 agonist -1, D1 antag -2, GRP78 ERSR act 1%, D1 potentiator 0, Vif-APOBEC3F blk 5% and D2 potentiator -4.
`COc1ccc(C(=O)Nc2cc(C(=O)NCCc3ccccc3)ccc2Cl)cc1` gave RXFP1 ag -0.6%, Vif-APOBEC3G blk 1%, D1 agonist -2, D1 antag -10, GRP78 ERSR act 4%, D1 potentiator -6, Vif-APOBEC3F blk -2%, D2 potentiator 0 and RXFP1 antag 24.
COc1ccccc1NS(=O)(=O)c1ccc2nc(CCl)[nH]c2c1 was read as RXFP1 ag -1.0%, Vif-APOBEC3G blk -1%, D1 agonist 3, D1 antag 2, GRP78 ERSR act 1%, D1 potentiator -5, Vif-APOBEC3F blk -2%, D2 potentiator 2 and RXFP1 antag 11.
`COc1ccccc1COC(=O)N/C=C/c1ccco1` gave RXFP1 ag 0.7%, Vif-APOBEC3G blk -8%, D1 agonist 4, D1 antag 7, GRP78 ERSR act -4%, D1 potentiator 2, Vif-APOBEC3F blk inconclusive, D2 potentiator -3 and RXFP1 antag 7.
CCn1cc(C(=O)NC(C)c2ccccc2)c(=O)c2cc(S(=O)(=O)N3CCc4ccccc4C3)ccc21 (configuration not stated) was read as RXFP1 ag 2.2%, Vif-APOBEC3G blk -1%, D1 agonist 1, D1 antag 6, GRP78 ERSR act -3%, D1 potentiator 3, Vif-APOBEC3F blk 1% and D2 potentiator 17.
`C=CCOC(=O)C1=C(C)N=C2SCCC(=O)N2C1c1cccs1` (configuration not stated) gave RXFP1 ag 0.1%, Vif-APOBEC3G blk -7%, D1 agonist 2, D1 antag 1, GRP78 ERSR act -5%, D1 potentiator 1, Vif-APOBEC3F blk 0%, D2 potentiator -15 and RXFP1 antag -8.
`CCOC(=O)N1CCN(S(=O)(=O)c2ccc(OC)c(Cl)c2)CC1` gave RXFP1 ag 1.8%, Vif-APOBEC3G blk 2%, D1 agonist 4, D1 antag -31*, GRP78 ERSR act 1%, D1 potentiator -6, Vif-APOBEC3F blk 5% and RXFP1 antag -11.
CC(=O)Oc1cccc(-c2nc3ccccc3c(=O)o2)c1 was read as RXFP1 ag 0.8%, Vif-APOBEC3G blk 1%, D1 agonist 0, D1 antag 1, GRP78 ERSR act -2%, D1 potentiator -2, Vif-APOBEC3F blk 2%, D2 potentiator -5 and RXFP1 antag 3.
For O=S(=O)(Nc1ccc2nc(-c3ccc(F)cc3)oc2c1)c1ccccc1 the results were RXFP1 ag 4.4%, D1 agonist 2, D1 antag 7, D1 potentiator -1, D2 potentiator 7 and RXFP1 antag -13.
For CCCN(CCC)C(=O)C1CC(=O)OC12CCCCC2 (configuration not stated) the results were RXFP1 ag -0.1%, Vif-APOBEC3G blk 0%, D1 agonist 2, D1 antag -3, GRP78 ERSR act -2%, D1 potentiator 6, Vif-APOBEC3F blk 12%, D2 potentiator -3 and RXFP1 antag 7.
For COc1ccc2c(c1)OCC(O)(c1ccccc1)C2=O (configuration not stated) the results were Vif-APOBEC3G blk -5%, GRP78 ERSR act -3%, Vif-APOBEC3F blk 1% and RXFP1 antag 9.

This is a subset. The share of hits here may be higher or lower than overall.
